# NPYLR7 agonist: mosquito NPYLR7 agonism. activation, % at 10 µM. AID 1259423. 270,000 tested, 0.15% active. HEK293T NPYLR7/Galpha15, GCaMP6s calcium fluorescence; in the data active = activation above about 40%;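 also: 0% = vehicle and 100% = reference agonist at the receptor; some compounds past the cut are filed as inactive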
# hcGAS inh: human cGAS inhibition. Q8N884. recombinant h-cGAS, ATP depletion, Kinase-Glo luminescence. inhibition, % at 12.5 µM. 290,000 tested, 0.081% active. AID 1259398;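 also: 0% = vehicle reaction and 100% = reaction without DNA for no activity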
# Target sequence (Q8N884 whole entry, looked up): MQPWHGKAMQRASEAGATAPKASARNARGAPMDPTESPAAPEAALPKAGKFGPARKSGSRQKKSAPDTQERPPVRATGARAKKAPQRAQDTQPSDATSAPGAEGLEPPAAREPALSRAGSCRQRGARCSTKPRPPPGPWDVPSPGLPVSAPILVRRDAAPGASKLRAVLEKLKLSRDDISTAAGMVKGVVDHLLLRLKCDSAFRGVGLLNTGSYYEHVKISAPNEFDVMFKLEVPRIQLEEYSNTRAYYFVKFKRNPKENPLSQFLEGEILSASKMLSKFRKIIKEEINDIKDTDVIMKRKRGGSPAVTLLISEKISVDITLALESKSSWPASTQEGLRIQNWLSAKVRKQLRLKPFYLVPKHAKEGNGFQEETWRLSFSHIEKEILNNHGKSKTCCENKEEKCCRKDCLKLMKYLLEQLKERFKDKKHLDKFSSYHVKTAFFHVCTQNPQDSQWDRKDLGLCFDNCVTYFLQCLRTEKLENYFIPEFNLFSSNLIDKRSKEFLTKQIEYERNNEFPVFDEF
# mcGAS inh: inhibitors of mouse cGAS | Q8C6L5 | inhibition, % at 12.5 µM | recombinant cGAS, Kinase-Glo ATP depletion luminescence | 160,000 tested, 0.15% active | AID 1259399;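 also: 0% = negative control wells and 100% = reference inhibitor with no enzyme activity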
# An asterisk follows results filed as active; . = no result given. Rule as the data show it, unless noted: active = inhibition above about 40%; inactive = the rest. The order is random (roughly 0.27% active in at least one column).
# Preview, 2 compounds:
SMILES,NPYLR7 agonist,hcGAS inh,mcGAS inh
CCCC(=O)N1CCC(C(=O)NCC2CCCO2)CC1 (stereo not given),.,0,-5
O=C(NCCc1ccccc1)N1CCCCC1CCn1ccnc1 (stereo not given),1,-5,-11

# This part in full, from the start:
SMILES,NPYLR7 agonist,hcGAS inh,mcGAS inh
CCCC(=O)N1CCC(C(=O)NCC2CCCO2)CC1 (stereo not given),.,0,-5
O=C(NCCc1ccccc1)N1CCCCC1CCn1ccnc1 (stereo not given),1,-5,-11
C=CCn1cnnc1SCC(=O)Nc1ccc(Cl)cc1,3,4,-6
CCc1nc2nonc2c2nc3ccccc3n12,5,0,-1
C(=C\c1ccccc1)/CN1CCN(Cc2nc(-c3ccc4c(c3)OCO4)no2)CC1,6,-4,-9
CCOC(=O)c1nc2ccccc2nc1N1CCCN(C(=O)c2oc3ccccc3c2C)CC1,5,-1,-4
OC1(c2ccccc2)CCN(Cc2ccc(F)cc2Cl)C1 (stereo not given),15,-10,-13
CN(Cc1nnc(-c2ccc(F)cc2)o1)C1C2CCOC2C1(C)C (stereo not given),5,-7,.
COc1ccc(NC(=O)Nc2cccc3[nH]c(COCCO)nc23)cc1OC1CCCC1,-1,0,-2
CN(Cc1nc2ccc(Cl)cc2[nH]1)Cc1nc(Cc2cccc(C(F)(F)F)c2)no1,-3,-9,-8
COc1ccc(C2c3ccsc3CCN2C(=O)CN(C(=O)c2ccc(Cl)cc2)C2CC2)cc1 (stereo not given),-8,0,1
C=CCOC(C)C(=O)Nc1cc(C(=O)OCC)ccc1-n1ccnc1 (stereo not given),-1,-10,.
C1CCCC(CNC2CCC3(CC2)OCCO3)CC1,-2,0,.
CC(C)(C)OC(=O)N1C(C(=O)N2CCc3ccccc3C2)CSC1c1cccc(Br)c1 (stereo not given),-9,-3,-3
CCOC(=O)c1ccc2c(c1)CCCN2C(=O)c1ncoc1CC,1,-6,.
CN(CCc1cn[nH]c1)C(=O)c1ccc(CC2CCCNC2)cc1 (stereo not given),0,-4,-16
CCOC(=O)C1(Cc2cccc(OC)c2)CCN(Cc2c(C)nn(CC)c2C)CC1,4,-2,-3
CCc1cn[nH]c1C1CCCN(C(=O)c2n[nH]c3ccc(C)cc23)C1 (stereo not given),8,-7,.
CCc1ccc(CCC(=O)NCCc2ccc(S(N)(=O)=O)cc2)cc1,4,-6,.
Cc1c(C(=O)Oc2cccc3ccccc23)cccc1[N+](=O)[O-],2,0,-9
CN1CCN(C(CNC(=O)NC(C)(C)C)c2ccc3c(c2)CCCN3C)CC1 (stereo not given),-4,-3,-7
CSc1nccc(N2CCCC3(CC2)CN(C)C(=O)O3)n1 (stereo not given),16,-5,-18
Cc1ccc(-c2nc3cc4c(cc3[nH]2)OCCO4)c(C)c1,0,-5,-11
CCCC(=O)OCC(O)CN(Cc1c(C)nn(-c2ccccc2)c1Oc1cccc(OC)c1)C(C)C (stereo not given),0,-2,-4
COCc1ncc(CN2CCC(Cc3ccc(F)cc3)CC2)cn1,1,-7,.

# In another format: four of the compounds above
CCc1nc2nonc2c2nc3ccccc3n12
  NPYLR7 agonist = 5 | hcGAS inh = 0 | mcGAS inh = -1

C(=C\c1ccccc1)/CN1CCN(Cc2nc(-c3ccc4c(c3)OCO4)no2)CC1
  NPYLR7 agonist = 6 | hcGAS inh = -4 | mcGAS inh = -9

CCOC(=O)c1nc2ccccc2nc1N1CCCN(C(=O)c2oc3ccccc3c2C)CC1
  NPYLR7 agonist = 5 | hcGAS inh = -1 | mcGAS inh = -4

OC1(c2ccccc2)CCN(Cc2ccc(F)cc2Cl)C1 (stereo not given)
  NPYLR7 agonist = 15 | hcGAS inh = -10 | mcGAS inh = -13

# (cont.)
SMILES,NPYLR7 agonist,hcGAS inh,mcGAS inh
OCCN1CCN(CC(O)COCC2COc3ccccc3O2)CC1 (stereo not given),5,-3,.
COc1ccc(CC2CN(S(=O)(=O)N3CCCC3)CCO2)cc1 (stereo not given),6,-6,.
O=C(C1CCC1)N(Cc1ccco1)Cc1nccn1Cc1cccc(Cl)c1,37,-1,-4
Cn1c2c(c3cc(F)ccc31)CCCC2=O,1,-2,.
c1ccc2sc(CSc3nnc(-c4ccc5c(c4)OCO5)o3)nc2c1,-2,-5,.
Cc1cc(C)nc(N2CCN(CC(=O)NCc3ccccc3)CC2)n1,-2,-14,-7
CCOC(=O)C(=O)Nc1c(-c2ccc(OC)c(OC)c2)cn(Cc2ccccc2)c1C(=O)OCC,5,-5,-6
CC1(C)C2CCC1(CS(=O)(=O)N1CCN=C1Cc1cccc3ccccc13)C(=O)C2 (stereo not given),0,-10,.
CCOC(=O)[C@@H]1CCCC[C@@H]1NC(=O)c1ccc(NC(C)C)nc1,-21,-8,-5
CCc1nc(-c2cccc(N)c2)n[nH]1,-12,-1,.
CCOC(=O)CCc1c(C)nc2ncnn2c1N1CCN(S(=O)(=O)c2ccc(Cl)cc2)CC1,.,-4,-6
O=c1c(Cl)c(-c2ccccc2)oc2ccccc12,-3,-9,-5
Cc1cc(C(=O)CSc2nnnn2C2CC2)c(C)n1Cc1cccs1,14,-4,.
CCc1cn[nH]c1C1CCN(C(=O)C2COc3c(cccc3OC)C2)CC1 (stereo not given),1,-5,-9
C(=NNc1ncnc2c1oc1ccccc12)c1c[nH]c2ccccc12,0,0,.
CCCc1cc(C(=O)N(CCOC)CC2CCN(Cc3ccccc3F)CC2)no1,19,-8,.
O=c1c2ccccc2nnn1CN1CCN(S(=O)(=O)c2ccc3c(c2)CCC3)CC1,0,-6,.
NC(=O)COc1ccc(NC(=O)c2cc(F)c(Cl)cc2Cl)cc1,5,-4,.
CCC(C)NC(=O)NC(CC)(C(F)(F)F)C(F)(F)F (stereo not given),1,-1,-5
Cc1cccc2c1N(C(=O)C1(C)CCCO1)CCC2 (stereo not given),0,-13,.
Cc1ccccc1C(C)NC(=O)C(C)n1cncn1 (stereo not given),-5,0,.
O=C(NC(Cc1ccccc1)c1ccccc1)c1csc(CSc2nnc(-c3cccnc3)n2-c2cccc(C(F)(F)F)c2)n1 (stereo not given),27,-3,-6
CCN(CC)CCN1CCN(c2cnc(C)cn2)CC1,2,-3,.
Cc1ccccc1N1CCN(c2cc(Cl)nc(SCC(=O)NCc3ccccc3)n2)CC1,-6,-8,-4
Cc1c(C(=O)NCc2ccc(Cl)c(Cl)c2)sc(=O)n1Cc1ccc(C(=O)N(C)C)cc1,-9,1,.

# Among those listed so far, these have a thiophene ring, fused or not.
SMILES,NPYLR7 agonist,hcGAS inh,mcGAS inh
COc1ccc(C2c3ccsc3CCN2C(=O)CN(C(=O)c2ccc(Cl)cc2)C2CC2)cc1 (stereo not given),-8,0,1
Cc1cc(C(=O)CSc2nnnn2C2CC2)c(C)n1Cc1cccs1,14,-4,.

# Compounds shown so far that contain a tert-butyl group, in the order listed:
SMILES,NPYLR7 agonist,hcGAS inh,mcGAS inh
CC(C)(C)OC(=O)N1C(C(=O)N2CCc3ccccc3C2)CSC1c1cccc(Br)c1 (stereo not given),-9,-3,-3
CN1CCN(C(CNC(=O)NC(C)(C)C)c2ccc3c(c2)CCCN3C)CC1 (stereo not given),-4,-3,-7

# Continuation.
SMILES,NPYLR7 agonist,hcGAS inh,mcGAS inh
CCc1c(C)nn(-c2ccc(C(=O)Nc3cccc4c3CCCC4)cc2)c1C,-6,-8,-2
Cc1cc(C)n(-c2cccc(CN3CCC4(CCCO4)CCC3=O)c2)n1 (stereo not given),9,-5,.
Cn1ncc2c(N3CCOCC3)nc(N3CCN(c4ccccc4)CC3)nc21,0,-6,-8
COc1cc(NC(=O)c2cnn3c(C(F)(F)F)cc(-c4ccc(Br)cc4)nc23)cc([N+](=O)[O-])c1,9,-4,-6
Cc1cccc(OCCCCn2c(CCCO)nc3ccccc32)c1,6,-7,-7
CCOC(=O)C1=C(O)/C(=C\c2ccc3c(c2)OCO3)SC1=Nc1ccccc1C,-12,-2,6
Cc1ccc(C(C)C)cc1Oc1c(C#N)c(=O)n(C)c(=O)n1C,1,-14,-18
CC(C)S(=O)(=O)N1CCC(N2CC(OCC3CC3)C23CCCCC3)CC1 (stereo not given),.,-14,-7
Nc1cc(=O)[nH]c(SCc2cc(=O)n3cc(Br)ccc3n2)n1,-2,1,.
Cc1n[nH]c(C)c1CCC(=O)N1CCCC2(C1)C(=O)Nc1ccccc12 (stereo not given),7,-2,.
Cc1ccc(N2CC(NC(=O)N(C)C3CCN(C)CC3)CC2=O)cc1 (stereo not given),9,1,0
O=C1C(=Nn2cnc3c(cnn3-c3ccccc3)c2=O)c2ccccc2N1CO,-4,-3,.
CC(C)Cc1nc(-c2cccc(CN3CCN(C(=O)c4ccc5cc[nH]c5c4)CC3)c2)no1,2,-2,-1
Cc1c(C(C)NCc2ccc(Oc3ncccn3)cc2)cnn1-c1ccc(F)cc1F (stereo not given),6,-8,-11
CCn1cncc1CNc1ncnc2sc(C(=O)O)c(C)c12,6,-3,-15
CCCc1nc2ccc(NC(=O)c3c(C)noc3C)cn2n1,-13,-2,-3
Cc1ccc(-n2ccnc(NCc3ccc4c(c3)OCO4)c2=O)cc1F,2,-4,.
COc1ccc(OC)c(C2SCC(=O)N(CC(=O)NCc3ccccn3)c3c2c(C(C)(C)C)nn3-c2cccc(C)c2)c1 (stereo not given),11,-2,-6
O=C(NNC(=O)c1cccn(Cc2cccc(F)c2)c1=O)Nc1ccc(Cl)cc1,1,-10,.
O=C(CCc1ccccc1OC(F)(F)F)N1CCCSCC1,5,-8,.
COc1ccc(/C=C/C(=O)N(CC2CCCO2)c2nc3c(F)cccc3s2)cc1OC (stereo not given),-1,-6,-1
CN(CC1Cc2ccccc2O1)C(=O)c1cccc(C#CC(C)(C)O)c1 (stereo not given),15,-5,.
COC(=O)C1=C(C)N=c2s/c(=C/c3ccc(OC)cc3)c(=O)n2C1c1cccs1 (stereo not given),-5,-4,-5
Cc1nn(-c2ccccc2)c(C)c1NC(=O)NC1CCCN(C2CCCCCC2)C1 (stereo not given),17,-4,.
CN(C)CC1(O)CCCN(C(=O)CCn2ccccc2=O)CC1 (stereo not given),10,-7,-16
SMILES,NPYLR7 agonist,hcGAS inh,mcGAS inh
COc1ccc(OC)c(C2c3cc4c(cc3OC(=N)C2C#N)OCO4)c1 (stereo not given),5,-9,.
CC(C)n1cc(C#N)c(NS(=O)(=O)c2cccs2)n1,-24,1,.
CCC(CNC(=O)N1CCN(CC2CCOC2)CC1)c1ccccc1 (stereo not given),-5,0,.
COc1cccc2cc(C(=O)Nc3ccc(C)cc3)c(=N)oc12,-8,2,-1
O=C(OCc1cc(-c2ccc(F)cc2F)on1)c1ccccc1,-3,-5,.
CC(O)CN1C(=O)CSC1c1ccc(F)cc1 (stereo not given),25,-2,-2
Cc1ccc(-c2nnc(SCCCC(=O)NCCc3ccccc3)n2-c2ccc(C)cc2)cc1,5,-4,-4
COCCCNc1nc2ccccn2c1C#N,4,-3,.
COc1ccc(-c2cccc3c2COCC(=O)N3C)cc1OC,6,-8,.
Cc1cc(Br)ccc1N1C(=O)c2ccc(-c3nc4ccccc4c(=O)o3)cc2C1=O,-5,-6,-5
Cc1cc(C)nc(Sc2ccc(NS(=O)(=O)c3ccc(F)c(F)c3)cc2)n1,-6,10,.
O=C(Nc1nc2ccccc2s1)[C@@H]1Cc2ccccc2CN1,-1,-8,.

# Bioassay records: PubChem, Fisher Drug Discovery Resource Center
